Screens: PubChem BioAssay, National Center for Advancing Translational Sciences (NCATS)
POLI inh = qHTS for Inhibitors of Polymerase Iota; DNA polymerase iota (Homo sapiens), Q9UNA4; Pol iota fluorescent replication assay, 10 min; Potency, µM (series often up to 115 µM), for the others: at the highest dose activity, negative = inhibition, actives largely listed as inhibitors; 390,000 compounds, 1% hits; AID 588590, 2011
Target sequence (Q9UNA4 whole entry, looked up): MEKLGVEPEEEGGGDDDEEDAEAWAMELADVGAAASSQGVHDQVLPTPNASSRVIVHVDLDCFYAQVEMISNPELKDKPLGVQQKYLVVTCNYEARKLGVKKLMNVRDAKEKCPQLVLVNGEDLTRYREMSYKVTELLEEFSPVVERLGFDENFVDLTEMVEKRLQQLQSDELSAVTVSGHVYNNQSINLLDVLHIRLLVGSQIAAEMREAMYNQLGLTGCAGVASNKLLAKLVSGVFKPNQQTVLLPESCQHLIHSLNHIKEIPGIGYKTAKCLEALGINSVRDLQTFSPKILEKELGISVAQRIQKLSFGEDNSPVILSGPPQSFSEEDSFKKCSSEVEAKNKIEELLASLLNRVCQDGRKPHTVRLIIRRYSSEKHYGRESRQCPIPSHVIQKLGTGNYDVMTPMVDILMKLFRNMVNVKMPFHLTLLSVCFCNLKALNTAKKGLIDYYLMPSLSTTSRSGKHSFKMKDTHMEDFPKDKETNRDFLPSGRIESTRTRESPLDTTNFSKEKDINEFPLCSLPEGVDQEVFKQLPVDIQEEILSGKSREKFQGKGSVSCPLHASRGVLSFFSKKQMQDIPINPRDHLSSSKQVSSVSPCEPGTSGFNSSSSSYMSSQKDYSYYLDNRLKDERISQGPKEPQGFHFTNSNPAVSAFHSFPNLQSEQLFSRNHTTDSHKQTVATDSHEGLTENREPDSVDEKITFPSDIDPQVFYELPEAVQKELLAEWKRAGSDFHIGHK
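Pol iota at 10 nM preincubated 15 min with compounds at room temperature; reaction started with fluorescent substrate, 50 nM final. Fluorescence read kinetically at 0 and 10 min; buffer-only wells as negative control.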
POLK inh = qHTS for Inhibitors of Polymerase Kappa | DNA polymerase kappa (Homo sapiens), Q9UBT6 | purified Pol kappa, fluorescent DNA synthesis assay, 10 min | Potency, µM (top dose mostly 107 µM), inactives show top-dose activity, negative = inhibition, most hits filed as inhibitors | 400,000 compounds, 0.53% hits | AID 588579, 2011; also: % is scaled to controls: 0 for no effect and ±100 for the full control effect
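Readout: fluorescence, taken kinetically at 0 and 10 min. Conditions: 10 nM Pol kappa, 15 min RT compound preincubation, 50 nM substrate final. Controls: enzyme-free buffer wells.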
POLH inh = qHTS for Inhibitors of Polymerase Eta | DNA polymerase eta (Homo sapiens), Q9Y253 | 390,000 compounds, 1.2% hits | recombinant Pol eta, fluorescent DNA replication assay | Potency, µM (highest dose often 114 µM), without a hit: at the highest dose activity change, negative = inhibition, usual class: inhibitors; also: % is scaled to controls: 0 for no effect and ±100 for the full control effect
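Fluorescent replication assay: 50 nM final substrate added after a 15 min room-temperature compound preincubation with 10 nM enzyme. Signal taken at 0 min and again at 10 min.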
* marks the source's active call; other numbers are inactive results; ? = inconclusive; [ ] = dose if it differs, or a comment. Calls follow the shape of the dose curve; as a rule, active = well fitted inhibition curve with a large enough effect; inconclusive = small, poorly fitted or top-dose-only effect, or another doubt; inactive = no such curve, though single readings can be large or run the other way. Potency is read from the fitted curve at half-maximal effect.

POLI inh	POLK inh	POLH inh	mol
-28%	-2%	-12%	Cc1ccc(C(c2ccc(C)c(C)c2)C(O)C2OC(=O)C(O)C2O)cc1C (stereo unspecified)
?	-23%	-24%	COc1cc(C(=O)NC2CCN(C)CC2)ccc1Nc1ncc2c(n1)N(C1CCCCC1)CCC(=O)N2C
48%[activator]	7%	-19%	Cc1ccc(NC(=O)CCC(=O)N/N=C/c2coc3ccc(F)cc3c2=O)cc1
16%	-7%	-17%	CCOC(=O)C1=NNC(C(=O)c2ccccc2)C1c1ccc(OC)cc1 (stereo unspecified)
24%	8%	-13%	CN(CC12CC3CC(CC(C3)C1)C2)C(=O)c1ccco1
51%[activator]	-4%	-10%	Cc1ccc(C([O-])=C(C(=S)NCc2ccccc2)[n+]2cccc(CO)c2)cc1[N+](=O)[O-]
25%	-17%	-6%	CC(C)COc1ccc(C(=S)N2CCCC2)cc1
30%	4%	-21%	CC(C)(C)OC(=O)N(CCc1ccccc1)Cc1ccc(OCc2cccc(NC(=O)C3CCC3)c2)cc1
4%	2%	-11%	CCCCC(=O)Nc1ccc(NC(=O)c2cccs2)cn1
?	-23%	10%	O=C1CSC(=S)N1N=Cc1c(O)ccc2ccccc12
75%[activator]	-8%	-23%	CCC(C)Cn1cnc2c(SCc3ccccn3)nc(N)nc21 (stereo unspecified)
1%	4%	-3%	O=C1CCCCCN1C(=O)c1ccccc1
23%	2%	-11%	O=C1C=CC(=O)N1Cc1ccccn1
-17%	-7%	-6%	COc1ccc(CCNC(=O)c2ccnc(C(C)(C)C)c2)cc1OC
3%	-18%	?	CCCCN(c1ccccc1)S(=O)(=O)c1cccc(C(=O)Nc2c(C)n(C)n(-c3ccccc3)c2=O)c1
54%[activator]	-4%	-25%	O=C1NC2(c3ccccc3)NC(=O)NC2(c2ccccc2)N1 (stereo unspecified)
17%	-11%	2%	Cc1ccc(C(=O)N2CCc3ccccc32)cc1C
5%	1%	9%	Brc1nc(-c2ccccc2)nc(-c2ccccc2)c1Br
-3%	8%	-6%	Nc1ccc(-n2c(N)c(C(=O)NCc3ccc4c(c3)OCO4)c3nc4ccccc4nc32)cc1
3%	-5%	-16%	Nc1ncc(C(=O)O)c(-c2ccccc2)n1
-6%	0%	3%	CC(=O)Nc1c(C)ccc([N+](=O)[O-])c1C
-1%	-29%	-6%	COc1ccc(S(=O)(=O)N(C)C[C@H]2Oc3ccc(NS(=O)(=O)c4cccs4)cc3C(=O)N([C@H](C)CO)C[C@@H]2C)cc1
-20%	-11%	0%	O=C(CCc1ccccc1)Oc1ccccc1[N+](=O)[O-]
?	-6%	-4%	O=C(C1CC(=O)N(C2CCCC2)C1)N1CCN(c2ccc(F)cc2)CC1 (stereo unspecified)
22%	-11%	0%	COc1ccc(S(=O)(=O)N2CCOC2CNC(=O)C(=O)NCc2ccccn2)cc1 (stereo unspecified)
74%[activator]	-8%	-17%	c1ccc(C2OCCN2c2ccccc2)cc1 (stereo unspecified)
27%	-5%	-15%	COc1ccc(NC(=S)N2CCC(C(=O)c3ccc(Cl)cc3)CC2)cc1
86%[activator]	-10%	-12%	CC1(C)NC(=S)NC1=S
0%	-10%	1%	CC(=O)c1ccc(NC(=O)c2cnn3c(C(F)F)cc(C4CC4)nc23)cc1
-7%	-12%	-5%	CCC1=CC(c2ccccc2)n2ncnc2N1 (stereo unspecified)

An excerpt from above in order of formula weight, lowest first.
POLI inh	POLK inh	POLH inh	mol
25%	-17%	-6%	CC(C)COc1ccc(C(=S)N2CCCC2)cc1
-20%	-11%	0%	O=C(CCc1ccccc1)Oc1ccccc1[N+](=O)[O-]
?	-23%	10%	O=C1CSC(=S)N1N=Cc1c(O)ccc2ccccc12
16%	-7%	-17%	CCOC(=O)C1=NNC(C(=O)c2ccccc2)C1c1ccc(OC)cc1 (stereo unspecified)
?	-6%	-4%	O=C(C1CC(=O)N(C2CCCC2)C1)N1CCN(c2ccc(F)cc2)CC1 (stereo unspecified)
48%[activator]	7%	-19%	Cc1ccc(NC(=O)CCC(=O)N/N=C/c2coc3ccc(F)cc3c2=O)cc1
3%	-18%	?	CCCCN(c1ccccc1)S(=O)(=O)c1cccc(C(=O)Nc2c(C)n(C)n(-c3ccccc3)c2=O)c1

The list continues:
POLI inh	POLK inh	POLH inh	mol
?	-17%	-7%	COc1cc(NC(=O)c2ccccc2[N+](=O)[O-])ccc1NC(=O)c1cc2ccccc2o1
-18%	-4%	-2%	CC1=CC(c2ccc(Cl)cc2)n2ncnc2N1 (stereo unspecified)
38%	8%	-7%	CCOc1ccc(CCN2C(=S)N([C@@H](CC(C)C)CN3CCCC3CN3C(=S)NC[C@@H]3Cc3ccc(O)cc3)C[C@@H]2Cc2ccccc2)cc1 (stereo partly specified)
15%	-8%	-10%	O=S(=O)(Nc1ccc(Br)cc1)c1cccc(NS(=O)(=O)c2cccs2)c1
-6%[58.9 µM]	-15%	-10%	COc1ccc(CN2CCN(S(=O)(=O)c3ccccc3)CC2)c(OC)c1OC
-13%	1%	-14%	O=[N+]([O-])c1ccc(S(=O)(=O)NCCCc2ccccc2)cc1
99%[activator]	-3%	2%	CCOC(=O)c1ccc(Nc2cc3ccccc3c(=O)[nH]2)cc1
-13%	-11%	-12%	CC(C)(O)CCc1c(-c2ccc(O)cc2O)oc2c3c(cc(O)c2c1=O)OC(C)(C)C=C3
-16%	-4%	1%	C=C(C1=CCN(S(=O)C(C)(C)C)[C@@H]1CCO)c1ccccc1 (stereo partly specified)
8%	4%	7%	COc1ccc(/C=C/C(=O)NCc2ccc3c(c2)OCO3)cc1OC
-25%	-6%	?	CCOC(=O)CCc1ccc(NC(=O)/C=C/c2ccc([N+](=O)[O-])o2)cc1
-17%	1%	3%	S=c1[nH]nc2ccccn12
-16%	4%	-14%	CCc1nc(-n2[nH]c(=O)c3ccccc3c2=O)c2c3c(sc2n1)CCCC3
10%	-2%	-7%	COc1cc2cc(c1Cl)N(C)C(=O)CC(OC(=O)C(C)N(C)C(C)=O)C1(C)OC1C(C)C1CC(O)(NC(=O)O1)C(OC)C=CC=C(C)C2 (stereo unspecified)
26%	2%	-22%	Fc1ccccc1-c1nc2c(s1)CCc1onc(-c3ccc(Br)cc3)c1-2
2%	3%	-10%	CC(C)(C)NC(=O)C(c1ccco1)N(C(=O)Cn1nnc(-c2ccc(F)cc2)n1)c1ccccc1 (stereo unspecified)
?	-9%	13µM*	CCC(=O)OCOc1ccc(/C=C2/CCC(CN(C)C)C2=O)cc1 (stereo unspecified)
9%	14%	-10%	Cc1ccc(NC(=O)c2ncn(CCCN3CCN(c4ccccn4)CC3)n2)cc1C
16%	6%	-13%	O=C(c1ccccc1)c1ccc(OCC(O)CN2CCOCC2)cc1 (stereo unspecified)
6%	3%	0%	COC(C/C=C/[C@H](O)[C@H](C)OCc1ccccc1)OC
17%	-1%	8%	CCOC(Cn1cc([N+](=O)[O-])c(=O)[nH]c1=O)OCC
16%	-7%	-9%	S=C(NCc1ccccn1)NN=Cc1ccccn1
-7%	-3%	-2%	COc1ccc(S(=O)(=O)N2CCCCCC2)cc1NC(=O)CCc1cc(OC)c(OC)c(OC)c1
1%	-8%	-11%	C=CCOC(=O)C1=C[C@@H](c2ccc(Br)cc2)C[C@@H](OCCCCO)O1
1%	3%	-6%	COC(C/C=C/C(=O)[C@H](C)OCc1ccccc1)OC
-12%	-3%	29%	CCn1cc(C2C3=C(CC(C)(C)CC3=O)N(c3ccc(C)cc3)C3=C2C(=O)CC(C)(C)C3)c(C)n1
43%[activator]	3%	-22%	CN(CC(=O)Nc1cc(C(F)(F)F)ccc1-n1cncn1)Cc1ccccc1N1CCOCC1
18%	1%	-20%	COc1ccc(CN(C)C(=O)CCC(=O)N2CCN(S(=O)(=O)c3ccc(Cl)cc3)CC2)c(OC)c1
4%	-17%	-11%	CC(C)(C)OC(=O)N1CCCC(C(=O)Nc2cccc(C(=O)NCCc3ccccc3)c2)C1 (stereo unspecified)
-30%	-3%	-4%	CC[C@H](C)[C@H]1CNC(=O)C(=O)N1CC1CCN(CCCc2ccc(OC)c(OC)c2)CC1

POLH inh, hit marks shown above.
POLI inh	POLK inh	POLH inh	mol
?	-9%	13µM*	CCC(=O)OCOc1ccc(/C=C2/CCC(CN(C)C)C2=O)cc1 (stereo unspecified)

Further results
POLI inh	POLK inh	POLH inh	mol
13%	-11%	-3%	CCCNc1ncnc2[nH]ncc12
-1%	0%	-23%	O=C1[C@H](Cc2ccccc2)NCC=CC[C@H](c2ccc(Cl)cc2)N1Cc1ccccc1
-1%	-7%	-15%	Cc1cccc(C(=O)N(C(=O)c2cccc(C)c2)N(C)C)c1
-15%	-12%	-3%	C=CCOC(=O)C1=C[C@H](c2ccc(C(F)(F)F)cc2)C[C@H](OCCCCO)O1
?	-2%	-8%	CCCCN1C(=O)C(=O)NC[C@@H]1CCCCN
-15%	-12%	3%	CCC1C(c2ccccc2)=CCC(C(=O)O)C1C (stereo unspecified)
?	-28%	79µM*	COc1cc([N+](=O)[O-])ccc1-c1ccc(/C=C2\C(=O)ON=C2c2ccccc2)o1
22%	5%	-13%	OCC[C@H]1C[C@H](O)[C@@H](O)[C@]2(CCCCO2)O1
-12%	-6%	-21%	OC(CSc1ccccc1)CN1CCN(c2cccc(Cl)c2)CC1 (stereo unspecified)
-13%	-11%	2%	O=C(Cc1ccc(NC(=O)C2CCCN(C(=O)C3CCCC3)C2)cc1)Nc1ccc(C(=O)N2CCOCC2)cc1 (stereo unspecified)
4%	-21%	-13%	COc1ccc(C(=O)/C=C2\C(=O)Nc3ccc(Br)cc32)cc1
46%[activator]	-10%	-25%	O=C(C=C(O)c1ccc(Cl)cc1)C(=O)NNC(=O)C(O)(c1ccccc1)c1ccccc1
35%[activator]	3%	-13%	Nc1cc2c(cc1Br)-c1ccc(F)cc1C2O (stereo unspecified)
-4%	-1%	-11%	CN(C(=O)c1cccc(NC(=O)Cc2ccc(NC(=O)C3CCCN(C(=O)C4CCCC4)C3)cc2)c1)C1CCCCC1 (stereo unspecified)
7%	-7%[60.1 µM]	-4%	Cc1cccc(C(=O)NCc2nnc(SCC(=O)N3CCN(c4ccccc4)CC3)n2C)c1
-11%	-12%	-12%	NNC(=O)CC1=NNC(=O)C1
0%	-14%	4%	COC(=O)c1sc(NC(=O)c2cnccn2)c(C(=O)OC)c1C
-20%	-20%	-8%	S=C(Nc1ccccc1)Nc1ccc2ccccc2c1
5%	-6%	-9%	OCOCCCn1c(C2CCCN2c2nc(-c3ccc(F)cc3)cs2)nc2cc(Cl)c(N3CCCCC3)cc21 (stereo unspecified)
19%	-16%	-11%	O=C(COC(=O)C1=Cc2ccccc2OC1)NCc1ccc(F)cc1
40%[activator]	-21%	-12%	NC(N)=NCCCS(=O)(=O)Nc1ccc(Nc2c3ccccc3nc3cc([N+](=O)[O-])ccc23)cc1
9%	-5%	-18%	COc1cc2c(c(OC)c1OC)-c1ccc(SC)c(=O)cc1C(NC(=O)C(F)(F)F)CC2 (stereo unspecified)
-3%	-5%	3%	CCOc1ccc(-n2cc(C(=O)Nc3cccc(C)n3)c3cc(OC)c(OC)cc3c2=O)cc1
-15%	7%	-6%	CN(C(=O)c1cccc(NC(=O)Cc2ccc(NC(=O)C3CCN(C(=O)C4CC4)CC3)cc2)c1)C1CCCCC1
-4%	-4%	-12%	N#CC1(Nc2ccc(C(=O)O)cc2)CCCC1
22%	-12%	-2%	CC1CC(=O)N(CCc2ccccc2)C(=O)C1
79µM*	9%	0%	COc1ccc(C2COc3cc(O)ccc3C2)c(OC)c1O (stereo unspecified)
10%	-14%	-5%	CCc1nc(N)nc(N)c1-c1ccc(Cl)c([N+](=O)[O-])c1
-12%	3%	-11%	Cc1ccc2c(C)nc(Nc3nc(CSc4nc5ccccc5s4)cc(=O)[nH]3)nc2c1
6%	3%	-11%	COc1ccc(S(=O)(=O)n2cccc2)cc1

One compound at a time, from the list above. Values in the order: POLI inh, POLK inh, POLH inh
Results for CCOc1ccc(-n2cc(C(=O)Nc3cccc(C)n3)c3cc(OC)c(OC)cc3c2=O)cc1 → -3%, -5%, 3%
Results for OC(CSc1ccccc1)CN1CCN(c2cccc(Cl)c2)CC1 (stereo unspecified) → -12%, -6%, -21%

Next part.
POLI inh	POLK inh	POLH inh	mol
?	-8%	-12%	CCCCOC(=O)c1ccc(NC(=O)c2ccc(F)cc2F)cc1
7%	-7%	-10%	Cc1ccc(S(=O)(=O)N2CC=C(N)N2)cc1
-2%	-20%	-2%	CCc1nnc(NC(=O)[C@@H](NS(=O)(=O)c2ccc3c(c2)OCCO3)C(C)C)s1
63%[activator]	2%	-24%	CN(Cc1ccccc1)C(=O)c1cccc(NC(=O)Cc2ccc(NC(=O)C3CCCN(C(=O)CCc4ccccc4)C3)cc2)c1 (stereo unspecified)
2%	2%	3%	Cc1ccccc1NC(=O)NCc1ccccn1
16%	-10%	-9%	OCC(O)C1OC(c2ccco2)OC(CO)C1O (stereo unspecified)
27%	-19%	-3%	Fc1ccccc1CSc1ncnc2c1ncn2C1CCCO1 (stereo unspecified)

Only part of the results is shown; count on the stated rates, not on these rows.
